# Assay outcomes from PubChem BioAssay.
# RGS4 act: RGS4 potentiators or activators, primary screen, cell-based, HEK293 M3R inducible RGS4, calcium flux | B-score at 10 µM | carbachol calcium flux Fluo4; stronger effect = lower value | 0.92% of 310,000 active | AID 463111, 2010;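 active = B-score of the integrated calcium signal more than 4 SD below the library mean, with starting fluorescence not abnormally high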;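 note: negative B-score means reduced calcium response which marks RGS4 activation or potentiation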
#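 test system = HEK293 cells with stable M3R and inducible RGS4 | schedule = recording 10 s baseline at 1 Hz, 100 s post-agonist | technique = Fluo4-AM (2 µM) calcium-flux fluorescence, kinetic read | measure = Agonist-evoked peak-minus-minimum fluorescence over baseline, integrated ratio, B score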
# KCNK3 inh: human KCNK3 channel inhibitors, primary screen, CHO cells, FluxOR thallium flux, B-score; Potassium channel subfamily K member 3 (Homo sapiens), O14649; FluxOR fluorescence; stronger effect = lower value; B-score at 10 µM; 0.84% of 340,000 active; AID 602410, 2012;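 active = B-score under library mean minus 4 SD, starting fluorescence ratio at most library mean plus 5 SD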;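 note: more negative B-score means stronger inhibition of thallium flux through KCNK3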
# KCNK9 inh: KCNK9 potassium channel inhibitors, primary screen, HEK293 cells, thallium flux; AID 488922, 2010; 1.2% of 310,000 active; B-score at 10 µM; FluxOR thallium flux fluorescence; stronger effect = lower value; Potassium channel subfamily K member 9 (Homo sapiens), Q9NPC2;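 active = ratio B-score over 3 SD below the library mean, with starting fluorescence within 5 SD of its mean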;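 note: negative B-score means less thallium flux so channel inhibition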
# KCNQ1 block: inhibitors of human KCNQ1 channel, primary screen, cell-based, thallium flux, high-throughput; B-score at 10 µM; CHO-K1 KCNQ1, FluxOR thallium flux fluorescence; stronger effect = higher value; 1.3% of 310,000 active; Potassium voltage-gated channel subfamily KQT member 1 (Homo sapiens), P51787;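 active = compounds whose thallium flux B-score, printed positive for inhibition, exceeds three library SD while starting fluorescence stays within three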;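 note: channel opened by potassium depolarization with thallium stimulus after 20 min compound exposure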
# Target sequence (P51787 whole entry, looked up): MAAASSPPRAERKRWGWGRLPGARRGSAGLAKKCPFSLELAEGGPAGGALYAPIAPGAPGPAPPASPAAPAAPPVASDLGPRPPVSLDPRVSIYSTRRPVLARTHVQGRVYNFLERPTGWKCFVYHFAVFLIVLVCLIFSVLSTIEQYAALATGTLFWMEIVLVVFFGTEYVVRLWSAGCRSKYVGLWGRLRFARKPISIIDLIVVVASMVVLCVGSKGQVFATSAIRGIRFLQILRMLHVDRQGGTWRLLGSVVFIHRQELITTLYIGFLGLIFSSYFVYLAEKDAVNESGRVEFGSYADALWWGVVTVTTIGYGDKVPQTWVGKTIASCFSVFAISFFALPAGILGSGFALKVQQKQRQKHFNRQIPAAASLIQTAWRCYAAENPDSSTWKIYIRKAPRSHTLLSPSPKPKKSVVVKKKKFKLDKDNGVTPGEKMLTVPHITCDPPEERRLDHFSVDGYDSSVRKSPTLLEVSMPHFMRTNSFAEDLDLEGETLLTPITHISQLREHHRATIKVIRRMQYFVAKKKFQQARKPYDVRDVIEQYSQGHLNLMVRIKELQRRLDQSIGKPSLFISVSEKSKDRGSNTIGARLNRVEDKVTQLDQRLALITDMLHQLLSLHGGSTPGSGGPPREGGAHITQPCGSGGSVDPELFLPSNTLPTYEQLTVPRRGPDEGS
# MrgX1 agonist: agonists of human MrgX1 receptor, primary screen, HEK293 cells, Fluo-4 calcium flux | B-score at 10 µM | AID 588627, 2011 | Fluo-4 calcium fluorescence, agonist mode; stronger effect = higher value | Mas-related G-protein coupled receptor member X1 (Homo sapiens), Q96LB2 | 0.44% of 310,000 active;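 active = calcium response B-score plate-corrected fluorescence ratio at least 3 library SD, with starting fluorescence B-score inside 5 SD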
#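 System – MrgX1-expressing HEK293 cells · Incubation – cells plated overnight, dye loaded 0.5 h 37 °C, 0.5 h room temperature · Technique – kinetic Fluo-4 NW fluorescence of intracellular calcium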
# KCNQ1 act: potentiators or activators of KCNQ1 channel, primary screen, cell-based, thallium flux, high-throughput. AID 2648, 2010. Potassium voltage-gated channel subfamily KQT member 1 (Homo sapiens), P51787. CHO-K1 KCNQ1, thallium flux FluxOR fluorescence; stronger effect = higher value. B-score at 10 µM. 0.35% of 310,000 active;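 active = fluorescence ratio B-score, a plate-corrected score, at least three library SD, with initial intensity B-score within 5 SD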
#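 System: CHO-K1 cells stably expressing KCNQ1 / Medium: assay buffer for compound exposure, DMSO matched across wells / Reagent: thallium- and potassium-containing depolarizing buffer / Compound: one concentration, matched DMSO / Incubation: 20 min compound pretreatment at room temperature / Measured by: kinetic FluxOR fluorescence, 10 s baseline plus 110 s post-stimulus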
# MrgX1 allo act: positive allosteric modulators of MrgX1, primary screen, HEK293 cells, Fluo-4 calcium flux; AID 588675, 2011; Mas-related G-protein coupled receptor member X1 (Homo sapiens), Q96LB2; B-score at 10 µM; FDSS; stronger effect = higher value; 0.63% of 310,000 active;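 active = plate-corrected calcium response at least 3 library SD above typical, normal starting fluorescence, not activating the receptor alone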;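 note: compound read alongside a low EC10 to EC30 dose of BAM8-22 agonist; peak minus trough fluorescence over baseline measured at the second addition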
# RGS4 block: RGS4 inhibitors, primary screen, cell-based, HEK293 M3R inducible RGS4, calcium flux; 0.45% of 310,000 active; Regulator of G-protein signaling 4 (Homo sapiens), P49798; AID 463165, 2010; B-score at 10 µM; Fluo-4 calcium flux; stronger effect = higher value; triggered by carbachol at its EC20;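 active = B-score, a plate-corrected calcium signal, over three deviations above library mean, with baseline fluorescence within five deviations of library mean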;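 note: RGS4 expression induced by doxycycline in cells with stable M3 receptor; B-score is computed from the integrated fluorescence ratio over baseline after carbachol; higher B-score means a larger calcium signal and so more RGS4 inhibition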
# Target sequence (P49798 whole entry, looked up): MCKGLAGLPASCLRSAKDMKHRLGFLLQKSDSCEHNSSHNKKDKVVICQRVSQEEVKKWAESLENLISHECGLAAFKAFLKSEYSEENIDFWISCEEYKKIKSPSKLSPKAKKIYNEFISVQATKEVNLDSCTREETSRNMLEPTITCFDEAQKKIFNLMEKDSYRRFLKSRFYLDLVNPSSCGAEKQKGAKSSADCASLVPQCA
# ANO1 activ: TMEM16A chloride channel activators or potentiators, primary screen, cell-based, HTS; Anoctamin-1 (Mus musculus), Q8BHY3; HEK293 TMEM16A/YFP-H148Q/I152L, iodide quench fluorescence; stronger effect = lower value; B-score at 10 µM; 0.3% of 340,000 active; AID 623877, 2012;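 active = fluorescence-ratio B-score plate-corrected deviation score at least 3 library SD below zero, with starting fluorescence score within 5 deviations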;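 note: channel opened by trigger with iodide after compound preincubation; score built on the fluorescence ratio of max minus min over baseline; more negative score means more quench and so TMEM16A activation or potentiation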
# ANO1 block: TMEM16A chloride channel inhibitors, primary screen, cell-based, HTS; HEK293 TMEM16A/YFP iodide influx fluorescence, ionomycin; normalized B-score (activity score, 25-100; higher = stronger inhibition) at 10 µM; Anoctamin-1 (Mus musculus), Q8BHY3; 1.2% of 310,000 active; AID 588511, 2011;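 active = ratio plate-corrected score three or more library SD toward inhibition, starting fluorescence score within five deviations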;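 note: score derived from kinetic fluorescence span divided by baseline fluorescence per well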
# hERG protect: hERG rescue from dofetilide block, primary screen, cell-based, CHO-hERG, FluxOR thallium flux, dofetilide IC70; Voltage-gated inwardly rectifying potassium channel KCNH2 (Homo sapiens), Q12809; dofetilide IC70 present; activation (rescue from dofetilide block), less the hit threshold, % at 10 µM; 0.51% of 310,000 active;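 active = activation above the mean of controls blocked by dofetilide plus 5 SD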;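 note: thallium influx through hERG after potassium depolarization seen as dye fluorescence rise; in these data hits start at about 4.7%; inactives centre near -7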
# * = called active by the depositor; i = inactive; . = not tested or not shown.
SMILES,RGS4 act,KCNK3 inh,KCNK9 inh,KCNQ1 block,MrgX1 agonist,KCNQ1 act,MrgX1 allo act,RGS4 block,ANO1 activ,ANO1 block,hERG protect
COC(=O)CCn1[nH]c(=O)c2ccccc2c1=O,i,i,i,i,i,i,i,i,i,i,-1
CCOC(=O)C1CCCN(C(=O)c2cncc(Br)c2)C1 (centres undefined),i,i,i,i,i,i,i,i,i,i,-9
CCOC(=O)C1=C(COC(=O)[C@@H]2CCCN2S(=O)(=O)c2ccc(C)cc2)NC(=O)NC1C (some centres undefined),i,i,i,i,i,i,i,i,i,i,-17
Cc1cccc(NC(=S)N(CCN2CCOCC2)Cc2cc3cc4c(cc3[nH]c2=O)OCCO4)c1,i,-12*,i,i,i,i,i,i,i,i,-15
O=C(Nc1ccc2oc(=O)ccc2c1)c1ccc2ccccc2c1,i,i,i,i,i,i,i,i,i,i,-4
CN(C)/C=N/c1ncc(-c2ncc(C(F)(F)F)cc2Cl)cn1,i,i,i,i,i,i,i,i,i,i,-3
Cc1ccccc1NC(=O)CSc1nnc(Cc2ccccc2)o1,i,i,i,i,i,i,i,i,i,i,-3
C/C(CCc1oc2ccc(Cl)cc2c1-c1ccc(C)o1)=N\O,i,i,i,i,i,i,i,i,i,i,-16
COCCCNC(=O)c1ccc(Cn2c(=O)c3ccccc3n(Cc3ccccc3C)c2=O)cc1,i,i,i,i,i,i,i,i,i,i,-10
O=C(CCCN1C(=O)c2ccccc2C1=O)Nc1ccccc1,i,i,i,i,i,i,i,i,i,i,-7
COc1ccc(-c2oc3ncnc(N)c3c2-c2ccccc2)cc1,i,i,i,i,i,i,i,i,i,i,-11
COCc1ccc(CN2CCC(n3nccc3NC(=O)CCOc3ccccc3)CC2)o1,i,i,i,i,i,i,i,i,i,i,-10
Cc1ccc(S(=O)(=O)Nc2ccc(N=Nc3ccc(O)cc3)cc2)cc1,i,i,i,i,i,i,i,i,i,i,-8
O=C(CSc1ncn[nH]1)NCc1ccccc1,i,i,i,i,i,i,i,i,i,i,-5
CC(=O)N1CCN(Cc2nc3cc(NC(=O)Nc4ccccc4)ccc3n2C)CC1,i,i,i,i,i,i,i,i,i,i,-2
C=CCSc1nnc2c(n1)OC(c1cccnc1)N(C(C)=O)c1ccccc1-2 (centres undefined),i,i,i,i,i,i,i,i,i,i,-14
CC12CC(O)C3c4ccc(O)cc4CCC3C1CC/C2=N\O (centres undefined),i,i,i,i,i,i,i,i,i,i,-10
O=C(O)c1ccccc1-c1csc(-c2ccccc2)n1,i,i,i,i,i,i,i,i,i,i,-3
CC(C)(C)SCCNC(=O)CN1C(=O)c2cccc3cccc1c23,i,i,i,i,i,i,i,i,i,i,2
CCOC(=O)C(NC(=O)OC(C)C)(Nc1nccs1)C(F)(F)F (centres undefined),.,i,.,.,i,.,i,.,i,i,.
CCOC(=O)CSC1=Nc2ccccc2C2=NC(CC(=O)NCc3ccc(OC)cc3)C(=O)N12 (centres undefined),i,i,i,i,i,i,i,i,i,i,-13
COc1ccc(-c2ccc(CCC(=O)O)n2-c2ccccc2OC)cc1,i,i,i,i,i,i,i,i,i,i,-7
CCC(C(=O)NCc1cccnc1)n1nc(C)c2sc3ccccc3c2c1=O (centres undefined),i,i,i,i,i,i,i,i,i,i,-10
O=C(C1CCCN(S(=O)(=O)c2cc(Cl)ccc2Cl)C1)N1CCCC1 (centres undefined),i,i,i,i,i,i,i,i,i,i,-13
Cc1cccc(NC(=O)c2sc(-c3ccccc3)nc2-c2ccc([N+](=O)[O-])cc2)c1,i,i,i,6*,i,i,i,i,i,i,-8
Cc1cccc(C(=O)NCCc2ccc(S(N)(=O)=O)cc2)c1[N+](=O)[O-],i,i,i,i,i,i,i,i,i,i,-4
C/C(=N\NC(=O)c1cccc(N/N=C(\C)c2ccc([N+](=O)[O-])cc2)c1)c1ccc([N+](=O)[O-])cc1,i,i,i,i,i,i,i,i,i,i,-7
Cc1ccc(S(=O)(=O)N(C)CC(=O)N2CCOCC2)cc1,i,i,i,i,i,i,i,i,i,i,-5
Cc1cc(C)nc(NCC(O)CNc2ccccc2C)n1 (centres undefined),i,i,i,i,i,i,i,i,i,i,-11
CCN(CCn1cccn1)Cc1nc(-c2ccc(OC)cc2)no1,i,i,i,i,i,i,i,i,i,i,-6
Nc1nnc(CC(=O)N/N=C/c2cccc([N+](=O)[O-])c2)s1,i,i,i,i,i,i,i,i,i,i,-6
COc1ccccc1C(=O)NCC(=O)OCC(=O)Nc1ccc2[nH]c(=O)[nH]c2c1,i,i,i,i,i,i,i,i,i,i,-18
Cc1cc(C)c(S(=O)(=O)c2ccccc2)c(Cl)n1,i,i,i,i,i,i,i,i,i,i,-10
Cc1cc(-n2c(C)cc(C(=O)COc3ccc([N+](=O)[O-])cc3)c2C)no1,i,i,i,i,i,i,i,i,i,i,-13
Nc1nn(-c2ccccc2)c(N)c1N=Nc1cccc(F)c1,i,i,i,i,i,i,i,i,i,i,-3
Cc1ccccc1NC(=S)N1CCN(Cc2ccc3c(c2)OCO3)CC1,i,i,i,i,i,i,i,i,i,i,-1
O=C(COC(=O)Cn1cnc2ccccc21)Nc1ccc2c(c1)OCCO2,i,i,i,i,i,i,i,i,i,i,-6
CCn1c(CNC(=O)c2ccc(OC)c(OC)c2)nnc1SCC(=O)c1ccc(OC)cc1,i,i,i,i,i,i,i,i,i,i,-8
CCOC(=O)Cn1c(C)cc(COC)c(C#N)c1=O,i,i,i,i,i,i,i,i,i,i,-7
O=C(Cn1ccc([N+](=O)[O-])n1)N1CCCc2ccccc21,i,i,i,i,i,i,i,i,i,i,-6
CCCC1CCC(=NNS(=O)(=O)c2ccc(C)c([N+](=O)[O-])c2)CC1 (centres undefined),i,i,i,i,i,i,i,i,i,i,-16
Cc1sc(-n2c(C)ccc2C)c(C#N)c1C,i,i,i,i,i,i,i,i,i,i,-9
CN1C(=O)C(CC(=O)NCC2CCCCC2)SC1=Nc1ccccc1 (centres undefined),i,i,i,i,i,i,i,i,i,i,-1
COC(=O)c1cc(OC)c(OC)cc1NC(=O)CCNC(=O)c1ccco1,i,i,i,i,i,i,i,i,i,i,-8
Cc1ccc(NC(=O)COC(=O)c2cccc3c(=O)c(C)c(-c4ccccc4)oc23)cc1,i,i,i,i,i,i,i,i,i,i,-32
O=C(/C=C/c1cccc(F)c1)N1CCN(c2ncccn2)CC1,i,i,i,i,i,i,i,i,i,i,-4
COc1ccccc1C(=O)Nc1ccc2c3c(cccc13)CC2,i,i,i,i,i,i,i,i,i,i,-3
CCCOc1ccc(C(=O)NCCN2CCOCC2)cc1,i,i,i,i,i,i,i,i,i,i,-9
CCOC(=O)COc1ccc([N+](=O)[O-])cc1,i,i,i,i,i,i,i,i,i,i,-6
N#C/C(=C\c1ccccc1C(F)(F)F)C(=O)Nc1ccccc1F,i,i,i,i,i,i,i,i,i,i,-3
CN1CCN(Cc2nc3ccccc3c(=O)n2Cc2nc(-c3ccc([N+](=O)[O-])cc3)cs2)CC1,i,i,i,i,i,i,i,i,i,i,-6
Nc1ncnc2c1ncn2CCNCCc1ccccc1,i,i,i,i,i,i,i,i,i,i,-8
Cc1ccc(S(=O)(=O)Cn2nnnc2C(CC(C)C)N2CCN(c3ccccc3)CC2)cc1 (centres undefined),i,i,i,i,i,i,i,i,i,i,-1
CC(C)c1ccc(NC(=O)CSc2nc(=O)n(CCCN3CCOCC3)c3c2CCCC3)cc1,i,i,i,i,i,i,i,i,i,i,-11
CCOc1ccc(Br)cc1CNc1ccc2c(c1)OCCO2,i,i,i,i,i,i,i,i,i,i,-2
CCOc1nc(C)ccc1-c1noc(-c2ccco2)n1,i,i,i,i,i,i,i,i,i,i,-10
COCC(C)NC(=O)/C(=C/c1ccccc1)c1ccccc1 (centres undefined),i,i,i,i,i,i,i,i,i,i,-11
O=C(Cc1n[nH]c(=O)c2ccccc12)OCC(=O)c1ccc(OC(F)F)cc1OC(F)F,i,i,i,i,i,i,i,i,i,i,-10
COc1ccc(CC(NC(C)=O)C(=O)NC2CCN(c3c(Cc4ccccc4)c(C)nc4ncnn34)CC2)c(OC)c1 (centres undefined),i,i,i,i,i,i,i,i,i,i,-7
Cc1onc(-c2ccccc2Cl)c1C(=O)NC(=S)Nc1ccccc1C(N)=O,i,i,i,i,i,i,i,i,i,i,-4

# (cont.)
SMILES,RGS4 act,KCNK3 inh,KCNK9 inh,KCNQ1 block,MrgX1 agonist,KCNQ1 act,MrgX1 allo act,RGS4 block,ANO1 activ,ANO1 block,hERG protect
COC(=O)C1=CN(Cc2ccc(OC)c(OC)c2)C=C(C(=O)OC)C1c1ccc(F)cc1,i,i,i,i,i,i,i,i,i,i,-1
COc1ccc(N=Cc2c(O)[nH]c3ccccc23)cc1,i,i,i,i,i,i,i,i,i,i,0
COc1cc(NC(=O)COc2ccccc2C)ccc1NC(=O)c1ccco1,i,i,i,i,i,i,i,i,i,i,-6
Cn1c(N)c(C(=O)COC(=O)CCCc2c[nH]c3ccccc23)c(=O)n(C)c1=O,i,i,i,i,i,i,i,i,i,i,-8
O=C(NCc1ccccc1)c1ccc(Cl)c(NC2=NC3CS(=O)(=O)CC3S2)c1 (centres undefined),i,i,i,i,i,i,i,i,i,i,-8
